Assay outcomes as filed in PubChem BioAssay.
TDP1 cell noCPT: qHTS for Inhibitors of human tyrosyl-DNA phosphodiesterase 1 (TDP1): qHTS in cells in absence of CPT; Potency, µM (doses to about 46.2 µM), without a hit: at the highest dose activity change, negative = growth inhibition, usual class: inhibitors; DT40 Tdp1-/- hTDP1 cells, no CPT, ATP luminescence, 48 h; AID 686978, 2013; hit rate 15% among 420,000; also: nearly all actives have a fitted effect of over 55% in size
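Growth kinetics read by CellTiter-Glo luminescence after ≥48 hr at 37 °C. Cells: DT40 Tdp1-/- stably carrying human TDP1, 400 per well, compound exposure in the absence of CPT (DMSO vehicle).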
KAT2A inh: inhibitors of human GCN5L2 histone acetyltransferase. Q92830. GCN5L2 HAT assay, ThioGlo1 CoA-SH fluorescence. Potency, µM (top dose mostly 58.9 µM), inactives show at the top dose activity change, negative = inhibition, usual class: inhibitors. hit rate 0.21% among 390,000. AID 504327
Target sequence (Q92830 whole entry, looked up): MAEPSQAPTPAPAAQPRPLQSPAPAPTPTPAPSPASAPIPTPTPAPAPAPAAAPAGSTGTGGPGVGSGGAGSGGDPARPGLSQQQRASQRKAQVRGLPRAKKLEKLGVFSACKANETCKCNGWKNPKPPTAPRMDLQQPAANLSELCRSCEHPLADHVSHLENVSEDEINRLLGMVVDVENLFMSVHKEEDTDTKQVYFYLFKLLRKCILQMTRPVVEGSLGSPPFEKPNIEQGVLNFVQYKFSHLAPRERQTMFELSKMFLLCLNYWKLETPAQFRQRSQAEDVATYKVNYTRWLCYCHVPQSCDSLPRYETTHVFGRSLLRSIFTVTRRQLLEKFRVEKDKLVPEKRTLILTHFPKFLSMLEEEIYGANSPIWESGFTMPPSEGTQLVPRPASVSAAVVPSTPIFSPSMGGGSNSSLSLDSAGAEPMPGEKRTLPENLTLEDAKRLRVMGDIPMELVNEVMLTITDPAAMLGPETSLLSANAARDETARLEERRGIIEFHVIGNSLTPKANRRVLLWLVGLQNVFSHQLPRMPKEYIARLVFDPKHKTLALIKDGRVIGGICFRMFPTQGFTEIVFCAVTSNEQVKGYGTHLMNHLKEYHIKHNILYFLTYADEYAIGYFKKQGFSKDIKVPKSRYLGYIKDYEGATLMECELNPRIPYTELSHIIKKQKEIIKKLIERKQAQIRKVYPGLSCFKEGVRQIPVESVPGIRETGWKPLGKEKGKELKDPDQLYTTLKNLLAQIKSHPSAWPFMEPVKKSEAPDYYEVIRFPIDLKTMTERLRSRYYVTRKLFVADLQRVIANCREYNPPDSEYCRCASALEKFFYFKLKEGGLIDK
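Preincubate 20nM GCN5L2 with compound 15 min, RT → add 50uM ThioGlo1 + 75uM H3(1-25) + 70uM acetyl-CoA → read fluorescence 0 and 20 min. Primary qHTS; fluorescent artifacts likely.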
DT40 TDP1 CPT: DT40-hTDP1 cell growth loss with CPT. chicken DT40 Tdp1-/-;hTDP1 cells + 20 nM CPT, ATP luminescence, 48 h. Potency, µM (top dose mostly 46.2 µM), without a hit: top-dose activity change, negative = growth inhibition, usual class: inhibitors. hit rate 12% among 420,000. AID 686979; also: nearly all actives have a fitted effect of over 55% in size
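Chicken DT40 Tdp1-/- cells complemented with human TDP1, 400 cells/well, exposed to compounds plus 20 nM camptothecin for at least 48 h at 37 C; viability read as ATP content by CellTiter-Glo luminescence.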
* hit, by the source's call; [ ] = dose if it differs, or a comment. Calls follow the shape of the dose curve; as a rule, active = well fitted curve in the direction sought with a large enough effect; inconclusive = small, poorly fitted or top-dose-only effect, or another doubt; inactive = no such curve, though single readings can be large; an effect the other way counts as inactive or inconclusive. % is scaled to controls: 0 for no effect and ±100 for the full control effect; potency is read from the fitted curve at half-maximal effect.

For O=S(=O)(NCc1ccc(F)cc1)c1ccc2c(c1)OCCO2 the results were TDP1 cell noCPT -24%, KAT2A inh -8% and DT40 TDP1 CPT -15%.
For CO[C@H]1CN(C)C(=O)c2ccc(NC(=O)C3CCC3)cc2OC[C@H](C)N(Cc2ccc(F)cc2)C[C@@H]1C the results were TDP1 cell noCPT inconclusive and DT40 TDP1 CPT inconclusive.
For CCOC(=O)c1c(-c2ccc(F)cc2)csc1NC(=O)C1CCCO1 (stereo unspecified) the results were TDP1 cell noCPT inconclusive, KAT2A inh -4% and DT40 TDP1 CPT -14%.
CS(=O)(=O)N1CCC(C(=O)c2cccc(Cl)c2)CC1 was read as TDP1 cell noCPT -6%, KAT2A inh -1% and DT40 TDP1 CPT -2%.
`Cc1ccc(-c2nn(-c3ccccc3Cl)cc2C(=O)NCC2CCCO2)cc1` (stereo unspecified) gave TDP1 cell noCPT inconclusive, KAT2A inh -6% and DT40 TDP1 CPT inconclusive.
COc1ccc(Nc2nc(C(F)(F)F)nc(C)c2C#N)cc1 was read as TDP1 cell noCPT -6%, KAT2A inh 19% and DT40 TDP1 CPT 1%.
For COc1cc2c(cc1OC)C1=C(C#N)CCC(=O)N1CC2 the results were TDP1 cell noCPT -6%, KAT2A inh -6% and DT40 TDP1 CPT -9%.
O=S(=O)(c1ccc(-n2cnnn2)cc1)N1CCN(c2cccc(C(F)(F)F)c2)CC1 was read as TDP1 cell noCPT -14%, KAT2A inh -1% and DT40 TDP1 CPT -8%.
`COc1ccc(NC(=O)CSc2nc3ccccc3nc2Cc2ccc(C)cc2)cc1Cl` gave TDP1 cell noCPT inconclusive, KAT2A inh 0% and DT40 TDP1 CPT 13µM*.
CC(C)CC(NC(=O)C1CCC(C)CC1)C(=O)OCC(=O)c1ccc(Cl)cc1 (stereo unspecified) was read as TDP1 cell noCPT -17%, KAT2A inh -2% and DT40 TDP1 CPT -19%.
CC(=O)N1CCN(C(=O)CCN(c2ccccc2)S(=O)(=O)c2ccc(C)cc2)CC1 was read as TDP1 cell noCPT -23%, KAT2A inh 0% and DT40 TDP1 CPT 4%.
For O=C(CSc1nnc(C2CC2)n1-c1ccccc1)NCc1ccco1 the results were TDP1 cell noCPT -3%, KAT2A inh -19% and DT40 TDP1 CPT 4%.
For C=CCc1cccc(/C=N/NC(=O)CNc2cccc3ccccc23)c1O the results were TDP1 cell noCPT 5.8µM*, KAT2A inh -14% and DT40 TDP1 CPT 4.6µM*.
For CC(=O)Nc1nc2ccccc2n1Cc1ccccc1Cl the results were TDP1 cell noCPT 8.2µM*, KAT2A inh -5% and DT40 TDP1 CPT 21µM*.
`CN(C)c1cccc(C(=O)OCC(=O)N(C)c2ccccc2)c1` gave TDP1 cell noCPT -19%, KAT2A inh -14% and DT40 TDP1 CPT -21%.
Screening COC(=O)c1cc(NC(=S)NCc2ccc(Cl)cc2)cc(C(=O)OC)c1 returned TDP1 cell noCPT inconclusive, KAT2A inh -3% and DT40 TDP1 CPT 16µM*.
`COc1ccc(CCNC(=O)c2cc3c(=O)n4ccccc4nc3n(CCN3CCOCC3)c2=N)cc1` gave TDP1 cell noCPT 2.6µM*, KAT2A inh -8% and DT40 TDP1 CPT 3.7µM*.
`O=C(CN(Cc1ccc(F)cc1)C(=O)CNS(=O)(=O)c1ccc(F)cc1)NCc1ccco1` gave TDP1 cell noCPT -26%, KAT2A inh 1% and DT40 TDP1 CPT -20%.
For Cc1cccc(C)c1NC(=O)CNC(=O)CCC(=O)N1CCOCC1 the results were TDP1 cell noCPT 2%, KAT2A inh -2% and DT40 TDP1 CPT -17%.
Screening CCOc1ccc(C(=O)Nc2ccc(-n3nncc3-c3ccc(OC)cc3)cc2)cc1 returned TDP1 cell noCPT inconclusive, KAT2A inh -1% and DT40 TDP1 CPT inconclusive.
For CCn1cc(/C=C2\SC(=O)N(CC(=O)Nc3ccc4c(c3)OCO4)C2=O)c2ccccc21 the results were TDP1 cell noCPT inconclusive, KAT2A inh 7% and DT40 TDP1 CPT -15%.
Screening OCC1(CCc2ccccc2)CCN(Cc2cccn2-c2cccnc2)CC1 returned TDP1 cell noCPT inconclusive, KAT2A inh -3% and DT40 TDP1 CPT -4%.
Screening O=C(NCCCN1CCN(c2ccc(F)cc2)CC1)C1COc2ccccc2C1 (stereo unspecified) returned TDP1 cell noCPT inconclusive, KAT2A inh -2% and DT40 TDP1 CPT 23µM*.
`Cc1ccc(SCCN2CCN(CC(C)C)CCC2=O)cc1` gave TDP1 cell noCPT inconclusive, KAT2A inh -8% and DT40 TDP1 CPT inconclusive.
For COc1ccc(NC(=O)C(C)N2Cc3ccccc3C2=O)cc1OC (stereo unspecified) the results were TDP1 cell noCPT 0%, KAT2A inh -1% and DT40 TDP1 CPT -3%.
`CN(C)c1ccc(S(=O)(=O)N2CCCCC2)cc1NC(=O)CN1C(=O)NC(C)(c2ccccc2)C1=O` (stereo unspecified) gave TDP1 cell noCPT 0%, KAT2A inh -9% and DT40 TDP1 CPT -24%.
Screening CSc1ccccc1NC(=O)c1ccc(N2CC3CC(C2)c2cccc(=O)n2C3)c(NC(=O)c2ccncc2)c1 (stereo unspecified) returned TDP1 cell noCPT 1%, KAT2A inh -4% and DT40 TDP1 CPT 3%.
Screening CC(=O)NC(Cc1ccc(C(C)C)cc1)C(=O)NC1CCN(c2nc(C)cc(C)n2)CC1 (stereo unspecified) returned TDP1 cell noCPT -11%, KAT2A inh -11% and DT40 TDP1 CPT -29%.
NC(=O)NCC(=O)N1CCC(C(O)(c2ccccc2)c2ccccc2)CC1 was read as TDP1 cell noCPT 0%, KAT2A inh -1% and DT40 TDP1 CPT 1%.
Screening CCCCNC(=O)CSc1nc2ccc(NC(=O)CSc3nnc(N)s3)cc2s1 returned TDP1 cell noCPT inconclusive, KAT2A inh -22% and DT40 TDP1 CPT inconclusive.
Screening COc1ccc(-c2cc(C(F)(F)F)nc(S(=O)(=O)CCCC(=O)Nc3cccnc3Cl)n2)cc1OC returned TDP1 cell noCPT 3.7µM*, KAT2A inh -9% and DT40 TDP1 CPT 2.3µM*.
Screening C[n+]1ccccc1C1CCCC/C1=N\Nc1ccc([N+](=O)[O-])cc1[N+](=O)[O-] (stereo unspecified) returned TDP1 cell noCPT -16%, KAT2A inh -17% and DT40 TDP1 CPT -14%.
`CCCn1nnnc1SCC(=O)N(C(C)C)C(C)C` gave TDP1 cell noCPT -18%, KAT2A inh -17% and DT40 TDP1 CPT 3%.
Screening O=C(O)CCC(=O)NNC(=O)c1cccs1 returned TDP1 cell noCPT -1%, KAT2A inh -6% and DT40 TDP1 CPT 3%.
For CNC(=S)N1CCC(NC(=O)C(Cc2ccc(OC)cc2)NC(C)=O)CC1 (stereo unspecified) the results were TDP1 cell noCPT 2%, KAT2A inh -5% and DT40 TDP1 CPT 10%.
O=C1c2ccccc2C(=O)N1Cc1nc2ccccc2c(=O)n1CCCn1ccnc1 was read as TDP1 cell noCPT -14%, KAT2A inh -3% and DT40 TDP1 CPT -25%.
For Cc1ccc(S(=O)(=O)/N=C(\c2ccc(Cl)cc2)N2CCOCC2)cc1 the results were TDP1 cell noCPT -13%, KAT2A inh -5% and DT40 TDP1 CPT -2%.
`COc1ccc(/C=N/n2cncn2)cc1COc1ccc(NC(C)=O)cc1` gave TDP1 cell noCPT inconclusive, KAT2A inh -19% and DT40 TDP1 CPT inconclusive.
O=C(/C=C/c1ccccc1Cl)OCC(=O)N1CCc2ccccc21 was read as TDP1 cell noCPT 12% and DT40 TDP1 CPT 7%.
For Nc1nc2c(ncn2[C@@H]2O[C@H](CNS(=O)(=O)C3CC3)[C@@H](O)[C@H]2O)c(=O)[nH]1 the results were TDP1 cell noCPT 0% and DT40 TDP1 CPT 4%.
Screening Cc1cccn2cc(-c3cc4ccccc4oc3=O)nc12 returned TDP1 cell noCPT 1%, KAT2A inh -8% and DT40 TDP1 CPT 9%.
Screening O=C(Cn1nnc(-c2ccccc2)n1)N/N=C/c1cc([N+](=O)[O-])c(Cl)cc1Cl returned TDP1 cell noCPT inconclusive, KAT2A inh -1% and DT40 TDP1 CPT inconclusive.
`COC(=O)c1c(C)nc(C)c(C(=O)OC)c1-c1ccsc1` gave TDP1 cell noCPT -9%, KAT2A inh 2% and DT40 TDP1 CPT -4%.
For COC(=O)c1sccc1NC(=O)Nc1ccccc1C the results were TDP1 cell noCPT 13%, KAT2A inh 2% and DT40 TDP1 CPT -9%.
COc1ccc(O)c(/C=N/NC(=O)CN2CCS(=O)(=O)CC2)c1 was read as TDP1 cell noCPT -56%, KAT2A inh -3% and DT40 TDP1 CPT inconclusive.

Entries shown so far with a furan ring, fused or not (2):
For O=C(CSc1nnc(C2CC2)n1-c1ccccc1)NCc1ccco1 the results were TDP1 cell noCPT -3%, KAT2A inh -19% and DT40 TDP1 CPT 4%.
`O=C(CN(Cc1ccc(F)cc1)C(=O)CNS(=O)(=O)c1ccc(F)cc1)NCc1ccco1` gave TDP1 cell noCPT -26%, KAT2A inh 1% and DT40 TDP1 CPT -20%.

Pulled by compound from the entries so far (six):
O=C(/C=C/c1ccccc1Cl)OCC(=O)N1CCc2ccccc21 was read as TDP1 cell noCPT 12% and DT40 TDP1 CPT 7%.
`CCCn1nnnc1SCC(=O)N(C(C)C)C(C)C` gave TDP1 cell noCPT -18%, KAT2A inh -17% and DT40 TDP1 CPT 3%.
For COC(=O)c1sccc1NC(=O)Nc1ccccc1C the results were TDP1 cell noCPT 13%, KAT2A inh 2% and DT40 TDP1 CPT -9%.
O=C1c2ccccc2C(=O)N1Cc1nc2ccccc2c(=O)n1CCCn1ccnc1 was read as TDP1 cell noCPT -14%, KAT2A inh -3% and DT40 TDP1 CPT -25%.
`COC(=O)c1c(C)nc(C)c(C(=O)OC)c1-c1ccsc1` gave TDP1 cell noCPT -9%, KAT2A inh 2% and DT40 TDP1 CPT -4%.
Screening Cc1cccn2cc(-c3cc4ccccc4oc3=O)nc12 returned TDP1 cell noCPT 1%, KAT2A inh -8% and DT40 TDP1 CPT 9%.

Continuation.
For CCN(CC)C(=O)c1ccc2c(=O)n(Cc3cccc(Br)c3)c(=S)[nH]c2c1 the results were TDP1 cell noCPT 15µM*, KAT2A inh -8% and DT40 TDP1 CPT 23µM*.
CCOC(=O)c1[nH]c2c(OCC)nc(OCC)nc2c1Br was read as TDP1 cell noCPT inconclusive and DT40 TDP1 CPT -19%.
For O=C(NCc1nc2ccccc2[nH]1)C1=C[C@@H](c2ccc(C(F)(F)F)cc2)C[C@@H](OCCCCO)O1 the results were TDP1 cell noCPT inconclusive and DT40 TDP1 CPT inconclusive.
For CCOCCCNS(=O)(=O)c1ccc(NC(=O)C2CC(=O)N(c3ccc(C)cc3)C2)cc1 (stereo unspecified) the results were TDP1 cell noCPT inconclusive, KAT2A inh 8% and DT40 TDP1 CPT -10%.
Screening Cc1ccc(Cl)cc1N1CCN(C2(c3ccccc3)C(=O)c3ccccc3C2=O)CC1 returned TDP1 cell noCPT inconclusive, KAT2A inh -4% and DT40 TDP1 CPT inconclusive.
For CCOC(=O)c1cn(CC2CC2)c2cc(F)c(F)cc2c1=O the results were TDP1 cell noCPT -24%, KAT2A inh -6% and DT40 TDP1 CPT 4%.
Screening Clc1cccc(Cl)c1COc1ccccc1CNn1cnnc1 returned TDP1 cell noCPT inconclusive, KAT2A inh -11% and DT40 TDP1 CPT inconclusive.
For Cc1cccc(Cc2ncc(C(F)(F)F)cc2Cl)c1 the results were TDP1 cell noCPT -27%, KAT2A inh 0% and DT40 TDP1 CPT -7%.
COc1ccc(NC(=O)c2cccc(NC(=O)C(C)C)c2)c([N+](=O)[O-])c1 was read as TDP1 cell noCPT 16µM*, KAT2A inh 56%[activator] and DT40 TDP1 CPT inconclusive.
For CCCCN1C[C@H](c2ccccc2)[C@@H](CC(=O)NC)C1=O the results were TDP1 cell noCPT -19% and DT40 TDP1 CPT -6%.
`CCCn1c(=N)c(S(=O)(=O)c2ccccc2)cc2c(=O)n3ccccc3nc21` gave TDP1 cell noCPT inconclusive, KAT2A inh -3% and DT40 TDP1 CPT inconclusive.
`COC(=O)CC1(C(=O)OC)Oc2ccc(Br)cc2C(=O)N1c1cccc(Cl)c1Cl` (stereo unspecified) gave TDP1 cell noCPT 6.5µM*, KAT2A inh -5% and DT40 TDP1 CPT 3.7µM*.
Screening CCOC(=O)c1c(CN2CCCCC2)n(C)c2ccc(OC)c(S(=O)(=O)c3ccccc3)c12 returned TDP1 cell noCPT -12%, KAT2A inh 1% and DT40 TDP1 CPT 6%.
For Cn1cccc1C(=O)N1CCC2(CCCN(c3ncccn3)C2)CC1 the results were TDP1 cell noCPT 0.65µM*, KAT2A inh -3% and DT40 TDP1 CPT inconclusive.

The list is partial (hit frequency here may not be typical).
